# From PubChem
# Pol kappa inh: inhibitors of human DNA polymerase kappa. purified Pol kappa, fluorescent DNA synthesis assay, 10 min. 0.53% of 400,000 active. Q9UBT6. Potency, µM (titrated, usually from 107 µM), for inactives: at the highest dose activity, negative = inhibition, usual class: inhibitors; note: potency is the fitted concentration of half-maximal effect; % is set by controls: 0 for no effect and ±100 for the full control effect
#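 Kinetic fluorescence readout at 0 and 10 min followed reaction start with substrate at 50 nM final. Beforehand, enzyme (10 nM Pol kappa) stood 15 min with compound at room temperature; buffer-only wells were negative controls.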
# TRHR agonist: TRH receptor (human) agonism; activation, % at 2 µM; TRHR cells, calcium flux fluo-8, FDSS agonist mode; 0.18% of 360,000 active; AID 493084; P34981; in the data active = activation above about 30%; note: 0% is about no effect
#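 Steps: seed TRHR cells overnight; add fluo-8 no-wash Ca dye, RT 30 min–1.5 h; record 10 s baseline; pin-transfer compounds; monitor fluorescence 1 cycle/s for the agonist window. Calcium increases flag candidate agonists.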
# Pol beta inh: DNA polymerase beta (human) inhibition | P06746 | Pol beta primer extension/strand displacement, fluorescence kinetic | Potency, µM (titrated, usually from 114 µM), for inactives: at the top dose activity change, negative = inhibition, most hits filed as inhibitors | 1.3% of 340,000 active; note: potency is the fitted concentration of half-maximal effect; % is set by controls: 0 for no effect and ±100 for the full control effect
#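 Reaction started by 50 nM substrate onto compound-treated Pol beta (10 nM, 15 min preincubation, room temperature); plates read at 0 min and 10 min. Normalized concentration-effect data fitted by four-parameter Hill equation.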
# BLM inh: Bloom syndrome helicase (human) inhibition | 0.2% of 350,000 active | AID 2528 | P54132 | Potency, µM (highest dose often 56.1 µM), inactives show top-dose activity change, negative = inhibition, actives largely listed as inhibitors | recombinant BLM DNA unwinding, fluorescence dequenching;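 note: potency is the fitted concentration of half-maximal effect; plate controls were vehicle for no effect and no enzyme for full effect; nearly all actives have a fitted effect of over 35% in size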
# Anesthetic bind: binds horse apoferritin like a general anesthetic | P02791 | apoferritin/1-aminoanthracene competitive binding, fluorescence | Potency, µM (doses to about 77.5 µM), inactives show at the top dose activity change, negative = displacement, actives largely listed as inhibitors | 0.074% of 350,000 active; note: potency is the fitted concentration of half-maximal effect; % is set by controls: 0 for no effect and ±100 for the full control effect; nearly all actives have a fitted effect of over 20% in size
#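 Apoferritin-based anesthetic binding model; compound displacement of fluorescent 1-AMA measured as endpoint fluorescence after 10 minutes at room temperature, scaled to free-ligand and complex controls.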
# APEX1 inh: APE1 (human) endonuclease inhibition; P27695; recombinant APE1, TAMRA/BHQ-2 abasic DNA cleavage fluorescence; Potency, µM (doses to about 65.8 µM), inactives show at the highest dose activity change, negative = inhibition, usual class: inhibitors; 0.35% of 350,000 active; AID 2517;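 note: potency is the fitted concentration of half-maximal effect; plate controls were vehicle for no effect and reference inhibitor for full effect; nearly all actives have a fitted effect of over 55% in size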
# Target sequence (P27695 whole entry, looked up): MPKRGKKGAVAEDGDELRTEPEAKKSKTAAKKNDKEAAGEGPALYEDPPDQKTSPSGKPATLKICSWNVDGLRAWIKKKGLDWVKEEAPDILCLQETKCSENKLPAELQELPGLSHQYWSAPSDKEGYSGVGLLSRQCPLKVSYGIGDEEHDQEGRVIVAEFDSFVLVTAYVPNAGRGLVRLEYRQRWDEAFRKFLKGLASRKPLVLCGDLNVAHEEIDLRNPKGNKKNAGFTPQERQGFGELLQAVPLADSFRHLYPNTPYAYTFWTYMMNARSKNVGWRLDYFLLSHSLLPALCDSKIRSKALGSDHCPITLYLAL
#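 Endonuclease cleavage of a quenched abasic-site DNA duplex (50 nM) by APE1 (0.75 nM) was tracked by TAMRA dequenching. Compounds were preincubated with enzyme 15 min at room temperature; data normalized to buffer-only and DMSO wells plus NSC13755 control.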
# ERG Ets-DNA blk: blocks human ERG Ets domain binding to DNA. Potency, µM (highest dose often 76.9 µM), for the others: top-dose FP activity, negative = inhibition, hits mostly inhibitors. fluorescence polarization, His-ERG Ets domain / labelled DNA. 0.028% of 370,000 active. P11308; active = well fitted inhibition curve with a large enough effect in the polarisation, with a control signal flat; inconclusive = small, poorly fitted or top-dose-only effect, or effect the other way, or a change in a side signal; inactive = no such curve, though single readings can be large or run the other way; the % refers to the polarisation;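 note: polarization taken with two DNA probes labelled with fluorescein and Texas red; potency is the fitted concentration of half-maximal effect; % of control where 0% means no effect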
#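 His-tagged ERG Ets domain (1 uM in the protein solution; 300mM KCl, 50mM Tris-HCl, 1mM EDTA, 1mM DTT, pH 7.5) received compound, then a probe mix of 5 nM fluorescein-DNA and 100nM Texas-615-DNA. Fluorescence polarization was read for both dyes.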
# ALOX12 inh: ALOX12 (human) lipoxygenase inhibition. P18054. AID 1671190. 1.1% of 580,000 active. purified 12hLO, xylenol orange hydroperoxide absorbance. Potency, µM (titrated, usually from 108 µM), without a hit: at the highest dose activity change, negative = inhibition, hits mostly inhibitors; note: potency is the fitted concentration of half-maximal effect; % is set by controls: 0 for no effect and ±100 for the full control effect
#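 Hydroperoxide product was detected by ferrous iron/xylenol orange as the 573 to 405 nm absorbance ratio. Arachidonic acid at 40 uM (final) was turned over for 30 min at room temperature by 150 nM human 12hLO, pH 7.0 Hepes buffer, after 15 min compound preincubation.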
# Pol iota inh: DNA polymerase iota (human) inhibition. Q9UNA4. Pol iota fluorescent replication assay, 10 min. Potency, µM (titrated, usually from 115 µM), inactives show at the highest dose activity, negative = inhibition, usual class: inhibitors. 1% of 390,000 active. AID 588590; note: potency is the fitted concentration of half-maximal effect
# Target sequence (Q9UNA4 whole entry, looked up): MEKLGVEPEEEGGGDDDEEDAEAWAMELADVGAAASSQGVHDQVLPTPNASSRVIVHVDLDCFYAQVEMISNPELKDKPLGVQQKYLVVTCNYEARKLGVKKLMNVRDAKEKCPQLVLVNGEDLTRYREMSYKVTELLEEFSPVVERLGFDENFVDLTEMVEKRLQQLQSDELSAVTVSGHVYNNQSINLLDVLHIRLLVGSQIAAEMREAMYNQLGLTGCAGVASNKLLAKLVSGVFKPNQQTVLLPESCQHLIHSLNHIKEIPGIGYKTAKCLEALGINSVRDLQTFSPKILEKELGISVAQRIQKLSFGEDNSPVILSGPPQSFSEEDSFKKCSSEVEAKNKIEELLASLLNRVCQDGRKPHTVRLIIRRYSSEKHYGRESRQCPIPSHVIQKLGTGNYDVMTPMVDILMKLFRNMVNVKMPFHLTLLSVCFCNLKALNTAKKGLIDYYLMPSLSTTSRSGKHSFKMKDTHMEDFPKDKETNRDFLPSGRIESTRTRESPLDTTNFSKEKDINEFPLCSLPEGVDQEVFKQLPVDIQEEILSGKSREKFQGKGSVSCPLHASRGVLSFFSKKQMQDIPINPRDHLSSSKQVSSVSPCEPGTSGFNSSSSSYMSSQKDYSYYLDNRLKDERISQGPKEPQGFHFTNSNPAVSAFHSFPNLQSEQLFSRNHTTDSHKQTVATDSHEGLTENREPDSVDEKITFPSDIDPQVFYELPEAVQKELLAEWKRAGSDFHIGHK
#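 Pol iota at 10 nM preincubated 15 min with compounds at room temperature; reaction started with fluorescent substrate, 50 nM final. Fluorescence read kinetically at 0 and 10 min; buffer-only wells as negative control.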
# Numbers without * were called inactive; ? = inconclusive; · = not tested or not shown; & = joins results of further samples; ! = not active in a repeat; [ ] = remark or other dose. Unless noted, calls come from the whole dose curve; as a rule, active = well fitted curve in the direction sought with a large enough effect; inconclusive = small, poorly fitted or top-dose-only effect, or another doubt; inactive = no such curve, though single readings can be large; an effect the other way counts as inactive or inconclusive. Some of the compounds tested. The share of hits here may be higher or lower than overall.
SMILES	Pol kappa inh	TRHR agonist	Pol beta inh	BLM inh	Anesthetic bind	APEX1 inh	ERG Ets-DNA blk	ALOX12 inh	Pol iota inh
COc1ccc(S(=O)(=O)N2CCC(O)(c3ccc4c(c3)OCO4)CC2)cc1	-3%	0.0	1%	-9%	-12%	?	·	1%[57.4 µM]	?
Cc1ccc(C(=O)N/C(=C/c2cccc([N+](=O)[O-])c2)C(=O)NC(C)C)cc1	-16%	-0.5	0%	-1%	-2%	1%	-13%	0%	7%
CCOC(=O)c1cn(CC(=O)Nc2ccccc2C(=O)OCC)nn1	-21%	-0.5	-3%	-2%	-6%	1%	-5%	-3%	3%
c1ccc(-c2nc(-c3cccnc3)n[nH]2)cc1	·	-0.3	-7%	4%	-3%	1%	·	26%&19%	·
COc1ccc(COc2cccc3ccc(C)nc23)cc1F	-3%	-0.6	24%	-2%	-8%	-4%	-4%	-12%	23%
Cc1ccccc1-n1cnnc1SCC(=O)N1CCN(c2ccccc2)CC1	-9%	-0.1	-9%	-1%	-17%	9%	-3%	0%	3%
O=C(NCc1cccs1)C1CCCN(S(=O)(=O)c2cccc3cccnc23)C1 (stereo not drawn)	7%	-0.5	14%	-4%	-10%	0%	5%	127%	22%
ClC1(CNc2ccccc2)CCN(Cc2ccccc2)CC1	-18%	·	·	·	·	·	-2%	-12%	?
Cc1ccc(N2CCN(C(=O)c3ccccc3NC(=O)C3CCCCC3C(=O)O)CC2)cc1 (stereo not drawn)	-14%	-0.6	25%	0%	2%	-1%	-4%	-1%	8%
COc1ccc(C(=O)OCc2c(-c3ccccc3)ncc3ccccc23)cc1	-7%	·	·	·	·	7%	17%	-15%	-17%
Cc1cccc(C(=O)N/N=C/c2ccccn2)c1	-6%	0.0	-16%	4%	4%	4%	-4%	28%	12%
Cc1ccc(NC(=O)CSc2nnc([C@@H]3CCCN3C(=O)OC(C)(C)C)o2)c(C)c1	2%	-0.2	14%	-1%	-15%	14%	-1%	?	-5%
COc1ccc(C(=O)NCc2nnc(SCC(=O)N3CCCCCC3)o2)cc1OC	4%	0.1	2%	0%	?	35%	11%	2%	3%
Cc1cccc(-n2nnnc2SCC(=O)Nc2ccc(N3CCN(C)CC3)cc2)c1	-3%	-0.6	-1%	-4%	-18%	32%	-9%	0%	2%
O=C(O)c1ccc(N2C(=O)c3cccc4c(C(=O)O)ccc(c34)C2=O)cc1	20µM*	0.1	6.3µM*	-8%	-5%	13µM*	10%	-29%	8.9µM*
COc1ccc(N(CC(=O)NC2CCCC2)C(=O)c2ccc(C)s2)cc1OC	-7%	-0.5	27%	0%	-9%	12%	5%	-3%	156%[activator]
Cc1ccc(Cl)cc1NC(=O)Cn1cc(S(=O)(=O)Cc2ccccc2Cl)c2ccccc21	4%	1.2	-18%	-6%	0%	·	19%	?	-3%
Cc1ccc(C)n1-c1nnc(N2CCC(C(=O)N3CCN(C)CC3)CC2)s1	-2%	0.0	?	-3%	-8%	-1%	-1%	8%[57.4 µM]	20%
Cn1nnc2cc(NC(=O)N3CC4(C)CC3CC(C)(C)C4)ccc21 (stereo not drawn)	-7%	0.4	-22%	-7%	-4%	-2%	·	8%	81%[activator]
COc1cc2oc3ccc(C#Cc4ccccn4)cc3c(=O)c2cc1OC	-17%	·	·	·	·	·	-6%	-16%	?
Oc1c(C(c2ccccc2F)N2CCC3(CC2)OCCO3)sc2nc(-c3ccco3)nn12 (stereo not drawn)	-5%[60.1 µM]	0.0	25%	1%	3%	·	0%	-29%	2%
Cc1ccc(-n2ncc(C(=O)NCc3ccccc3)c2C2CCN(C(=O)OC(C)(C)C)CC2)cc1	-5%	0.2	2%	-11%	-18%	·	-12%	-13%	6%
O=S(=O)(Nc1ccccc1N1CCOCC1)c1ccc(Cl)s1	-11%	0.2	17%	-1%	?	12%	2%	0%	8%
COc1ccccc1-c1nnc(NC(=O)c2ccc3ncsc3c2)o1	-4%	0.0	-2%	-5%	-1%	4%	1%	-15%	8%
O=[N+]([O-])c1ccc(CNc2ccc(F)cc2)s1	0%	0.4	-9%	-13%	?	18%	5%	-7%	49%[activator]
CCN(CC(=O)NCc1cccs1)C(=O)/C=C/c1ccc(C)cc1	-4%	2.9	·	·	·	25%	-5%	-2%	-5%
COc1ccccc1NC(=O)COc1cc(Br)c(CNCCCN2CCOCC2)cc1OC	9%	-0.6	16%	-5%	-8%	19%	-12%	16%	-7%
COc1ccc(N2CCN(C(=O)CCCn3c(=O)[nH]c4cc(Cl)ccc4c3=O)CC2)cc1	-15%	-1.4	4%	-6%	-3%	16%	-3%	?	10%
c1ccc(CSC2=NCCCN2)cc1	3%	-0.3	0%	-2%	-7%	-1%	-3%	?	14%
CC[N+](CC)(CC)CCOc1ccc(/C=C/c2ccccc2)cc1	-13%	0.7	·	·	?	17%&-2%&1%	0%	50µM*!	-18%
COc1cc2c(-c3ccc(C)cc3)nc3c(c(C)nn3-c3ccccc3)c2cc1OC	3%	-0.2	33%	-1%	-7%	·	5%	-4%	33%[activator]
C/C(O)=C(/N=O)C(=O)Nc1ccccc1	-7%	1.6	2%	-5%	-10%	-3%	-1%	-18%[57.4 µM]	-3%
COc1cc(C(=O)NC(=S)NNC(=O)c2ccc3c(c2)OCO3)cc(OC)c1OC	0%	1.2	4%	-2%	6%	-1%	0%	-18%	59%[activator]
O=C(O)CN1C(=O)/C(=C\c2ccc(OC(=O)c3ccco3)cc2)SC1=S	-4%	0.7	-16%	1%	-13%	6%[12.4 µM]	69%[activator]	?	?
CC(c1nnc(SCC(=O)Nc2cccnc2Cl)n1-c1ccccc1)N(C)C (stereo not drawn)	-9%	0.5	-1%	-4%	-9%	19%	-4%	-3%	24%
O=C(CC1C(=O)NCCN1Cc1ccccc1)NC1CCCCCC1 (stereo not drawn)	-10%	0.1	-23%	-5%	?	17%	0%	-13%	14%
CCN(C[C@H]1N[C@@](CC)(C(=O)OC)[C@H]2C(=O)N(Cc3ccccc3)C(=O)[C@@H]12)S(=O)(=O)c1ccc(OC(F)(F)F)cc1	-13%	·	·	·	·	20%	-7%	1%	12%
O=C(Nc1ccccc1)C(O)C(O)C(=O)Nc1ccccc1 (stereo not drawn)	-2%	0.1	6%	-3%	-2%	12%	-3%	28%	10%
CCCOc1ccccc1NC(=O)c1c(-c2ccccc2)noc1C	-1%	0.7	-12%	-8%	4%	-4%	-9%	15%	34%[activator]
O=C(Cn1nnc(-c2cccs2)n1)NCc1cccs1	-10%	-0.5	0%	-1%	1%	-1%	-1%	-15%	78%[activator]
Cc1ccc(Oc2cc(-n3nc(C)cc3C)ncn2)cc1	-13%	-0.4	-24%	-3%	-13%	-1%	-6%	0%	-6%
Cc1c(C(=O)Nc2ccc(F)cc2)nnn1-c1cccc(C(F)(F)F)c1	-3%	-2.0	2%	-2%	-4%	7%	1%	-1%	101%[activator]
O=C(Nc1cc(C(F)(F)F)ccc1Cl)C(Sc1ccccn1)c1ccccc1 (stereo not drawn)	1%	0.9	-21%	-9%	30%	-3%	-4%	53%[activator]	-11%
Cc1ccccc1-c1cc(C(=O)Nc2sc(C)c(C)c2C(N)=O)c2ccccc2n1	-16%	1.9	0%	-9%	-12%	1%	-2%	?	?
CCN(CC)C(=O)Cn1cc(C(=O)C(=O)N(C)C2CCN(C)CC2)c2ccccc21	-19%	0.3	0%	-3%	-5%	31%	7%	0%	8%
CCCCCc1ccc(-c2ccc(OC)cc2)nc1	1%	0.0	-21%	-4%	-10%	10%	-12%	-10%	11%
COc1ccc(CCNC(=O)CSc2nc(C)cc(C)n2)cc1OC	12%	0.4	-13%	-2%	-1%	-2%	4%	4%	-16%
COc1ccc(-c2nnn(CC(=O)N(CC3CCCO3)C(C(=O)NC(C)(C)C)c3ccco3)n2)cc1OC (stereo not drawn)	8%	-0.5	34%	-4%	-17%	?	1%	6%	84%[activator]
Cc1cc(/C=C/C(=O)O)c(C)n1-c1ccc(Cl)cc1	-1%	-0.7	0%	-1%	-3%	0%	9%	76%[activator]	27%
CN(C)c1ccc(S(=O)(=O)N(C)C)cc1NC(=O)Cc1cccc2ccccc12	-6%	-2.3	-1%	-4%	22%	68%[activator]	2%	9%	57%[activator]

# The list goes on:
SMILES	Pol kappa inh	TRHR agonist	Pol beta inh	BLM inh	Anesthetic bind	APEX1 inh	ERG Ets-DNA blk	ALOX12 inh	Pol iota inh
C(=N\n1cnnc1)/c1cccn1-c1ccccc1	-16%	0.0	28%	-1%	-4%	-1%	-1%	0%	9%
CC(C)c1ccc(NC(=O)C2(C)Cc3ccccc3C(=O)O2)cc1 (stereo not drawn)	-8%	0.2	1%	-3%	?	·	1%	-21%	45%[activator]
CCC(CO)N=CC1=C(O)C(C(=O)c2ccccc2)CCC1=O (stereo not drawn)	-9%	-0.2	8%	3%	-11%	-5%	10%	4%	8%
COc1cc(CN2CCN(c3ncccn3)CC2)cc(OC)c1	-13%	-0.1	0%	2%	0%	-4%	3%	6%	-20%
O=C(CN1CCOCC1)OCCCc1ccccc1	0%	-0.4	?	-3%	-8%	2%	-6%	-23%	?
O=c1ccnc(Nc2ccc(Cl)cc2)[nH]1	5%	-0.3	-22%	0%	-4%	2%	-6%	0%	11%
Cc1[nH]c2ccccc2c1C(=O)C(C)OC(=O)C1CCC1 (stereo not drawn)	-10%	-0.3	·	·	·	6%	11%	-10%	45%[activator]
Oc1ccc2ccccc2c1C=Nc1ccccc1Br	-19%	0.3	97%[activator]	-4%	-1%	-8%	5%	0%	6%
